ERK EGF inh: EGF-driven ERK pathway inhibition; HEK293-V1b, EGF-stimulated phospho-ERK AlphaScreen; Potency, µM (highest dose often 11.5 µM), without a hit: at the top dose activity change, negative = inhibition, most hits filed as inhibitors; actives 0.41% (n = 130,000); active = well fitted inhibition curve with a large enough effect; inconclusive = small, poorly fitted or top-dose-only effect, or effect the other way;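 also: plate controls were stimulated vehicle wells for no effect and unstimulated vehicle basal for full effect; nearly all actives have a fitted effect of over 55% in size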
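EGF-stimulated (25 nM, 5 min) phospho-ERK in HEK293 cells stably expressing V1b, cells pretreated 30 min with compound at 37C. Homogeneous AlphaScreen read on lysates.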
Active calls of the source: *; ? = inconclusive; [ ] = dose if it differs, or a comment. Potency is read from the fitted curve at half-maximal effect. An excerpt (hit frequency here may not be typical).

Structure,ERK EGF inh
Cc1ccc(S(=O)(=O)Nc2nc(N)n(-c3ccccc3)n2)cc1,7.0%
O=C(Nc1ccc2c(c1)CCC2)c1ccc(F)cc1,-4.7%
Cn1c(=O)c2cc3ccc(Cl)cc3nc2n(C)c1=O,11.5%[57.5 µM]
COc1ccc2cnn(-c3ccc(OC(F)(F)F)cc3)c(=O)c2c1OC,1.8%[57.5 µM]
O=c1[nH]c(=O)c2nc3c4ccccc4c4ccccc4c3nc2[nH]1,0.2%
CCOc1ccc(-n2c(C)cc(C(=O)CCl)c2C)cc1,-9.0%
COc1cc(C2NCCC(=O)C2(C)C)cc(OC)c1OC (stereo unspecified),8.1%
CC(C)n1cnnc1SCC(=O)Nc1cccc(S(=O)(=O)N(C)c2ccccc2)c1,-0.4%[57.5 µM]
O=C(CSc1ccc2nnc(-c3ccncc3)n2n1)NCC1CCCO1 (stereo unspecified),-13.1%[57.5 µM]
O=c1c(-c2ccc(F)cc2)nc2cnc(Nc3ccccc3)nc2n1C1CC1,8.8%
O=S(=O)(Nc1cccc(CCc2ccccn2)c1)c1ccc(Cl)cc1,-7.0%[57.5 µM]
CC(C)(C)C1(O)CC(C(F)(F)F)=NN1C(=O)CCc1ccccc1 (stereo unspecified),-4.9%
CSc1nsc(SC)c1C(=O)Nc1ccc(C(C)(C)C)cc1,12.7%[57.5 µM]
O=[N+]([O-])c1ccc(NCc2ccc3c(c2)OCO3)cc1,3.7%
CCNc1nc2cccnc2s1,-2.4%[57.5 µM]
Brc1ccc(-c2nnc(-c3ccccc3)o2)o1,2.9%
COc1cc2c(cc1/C=C/C(=O)O)OC(C)C2 (stereo unspecified),6.3%
COc1ccc(/C=C/C(=O)NCCOc2ccccc2OC)cc1,-2.9%
CCOC(=O)c1cc(-c2ccc(Cl)s2)[nH]n1,-7.8%[57.5 µM]
COc1ccccc1S(=O)(=O)CC(O)COc1ccc(C#N)cc1 (stereo unspecified),-0.6%
O=C(c1ccc(Cl)c(S(=O)(=O)Nc2ccccc2C(=O)N2CCc3ccccc3C2)c1)N1CCc2ccccc2C1,2.4%
Cc1ccc(C(=O)N2CCN=C2SCc2ccc([N+](=O)[O-])cc2)cc1C,2.9%
O=C(OC1CCOC1=O)c1ccc2ncsc2c1 (stereo unspecified),-1.2%
Cc1cccc(N(CC(=O)NC2CCCCC2)C(=O)CCCC(=O)Nc2ccccn2)c1,-4.4%

7 compounds out of the list above, arranged by the value under ERK EGF inh, falling:
canonical_smiles | ERK EGF inh
COc1cc2c(cc1/C=C/C(=O)O)OC(C)C2 (stereo unspecified) | 6.3%
O=[N+]([O-])c1ccc(NCc2ccc3c(c2)OCO3)cc1 | 3.7%
Brc1ccc(-c2nnc(-c3ccccc3)o2)o1 | 2.9%
O=C(c1ccc(Cl)c(S(=O)(=O)Nc2ccccc2C(=O)N2CCc3ccccc3C2)c1)N1CCc2ccccc2C1 | 2.4%
O=C(OC1CCOC1=O)c1ccc2ncsc2c1 (stereo unspecified) | -1.2%
COc1ccc(/C=C/C(=O)NCCOc2ccccc2OC)cc1 | -2.9%
Cc1cccc(N(CC(=O)NC2CCCCC2)C(=O)CCCC(=O)Nc2ccccn2)c1 | -4.4%

Next records:
Structure,ERK EGF inh
CC12CCC(C(=O)N(CCC#N)CCC#N)(CC1=O)C2(C)C (stereo unspecified),-7.8%[57.5 µM]
CCc1ccc(CCC(=O)Nc2ccc(OC)cc2)o1,7.7%
NCCC(O)C(=O)NC1C[C@@H](N)[C@H](O[C@@H]2OC(CN)C(O)C(O)C2O)C(O)[C@H]1O[C@H]1OC(CO)C(O)C(N)C1O (stereo partly specified),-1.1%
COc1ccc(N(C(=O)CS(=O)CC(=O)Nc2ccc(F)cc2)C(C(=O)NC2CCCCC2)c2cccs2)cc1 (stereo unspecified),-1.0%
CC(=O)Nc1ccc(C(=O)OCc2ccc(Cl)c(Cl)c2)cc1,?
O=C(OCc1cc([N+](=O)[O-])cc2c1OCOC2)c1ccc2ccccc2n1,3.4%
COc1ccc2c(c1)C(=O)[C@@H](OC(=O)NS(=O)(=O)c1ccc(F)cc1)[C@H](c1ccc(OC)c(Br)c1)O2,-5.0%
Cc1c(C(=O)N2CCC(C)CC2)cccc1[N+](=O)[O-],-5.7%
Cc1ccc(-c2cc(C(=O)NN)n[nH]2)o1,-7.0%[57.5 µM]
CNc1nc(Nc2ccc(Br)cc2)nc(N)c1[N+](=O)[O-],-15.3%
CCOC(=O)c1c(NC(C)=O)sc2c(OCC(O)CN(CC)CC)c(Br)ccc12 (stereo unspecified),-4.6%
O=C1c2cccnc2C(O)N1Cc1ccc(F)cc1 (stereo unspecified),10.2%
O=C(CN(Cc1ccccc1)C(=O)CSc1nnc(COc2ccccc2)o1)NC1CCCC1,-1.5%
Cn1cccc1-c1cc(C(=O)N/N=C/C=C/c2ccccc2)[nH]n1,-8.2%
Cc1ccccc1-n1sc2cc(F)ccc2c1=O,-8.6%
Fc1ccccc1N1CCN(c2nc(-c3cccs3)nc3ccccc23)CC1,-9.0%
CC1(OC(=O)C2CCCC2)C(=O)C=C2C=C(c3ccsc3)N(CC3CC3)C=C2C1=O (stereo unspecified),-0.1%[57.5 µM]
CCOCC(=O)Nc1cc(C(=O)NCCc2ccccc2)ccc1Cl,-17.8%
Cc1cc(C)cc(NC(=O)COc2ccc3c(C)c(Cc4ccccc4)c(=O)oc3c2)c1,0.4%
C(=N\Nc1ccc2ccccc2n1)/c1ccc2c(c1)OCO2,4.5%
COC(=O)c1ccc(-n2c(C)cc(C(=O)CSc3cccc[n+]3[O-])c2C)cc1,-3.3%
O=[N+]([O-])c1ccccc1N/N=C/c1cccc(O)c1O,2.4%[57.5 µM]
COc1ccc2nc(SCC(=O)NCCc3ccccc3)[nH]c2c1,-6.3%[57.5 µM]
Cc1ccc(N2C(=O)c3ccc(C(=O)N4CCN(c5cccc(C)c5C)CC4)cc3C2=O)cc1,-5.0%
COc1cccc2c3c(c(C)nc12)CCN3c1ccccc1,-1.7%
O=C(NC1CC1)C1CCN(C2CCN(C(=O)CC3=CCCCC3)CC2)CC1,17.6%
COc1ccc(C(=O)NCC(=O)OCC(=O)N(C)c2ccccc2)cc1,-5.8%[57.5 µM]
CCO[C@@H]1OC(C(=O)O)=C[C@H](C2CC2)[C@H]1CCCO,?
CCCCCCCCCCCCC(NC(C)=O)(C(=O)OCC)C(=O)OCC,1.2%[57.5 µM]
CC(C)CC(=O)Nc1ncc([N+](=O)[O-])s1,1.1%[57.5 µM]
NC(=O)C1CCCN1 (stereo unspecified),2.8%
COc1ccc(-n2nc(C(=O)NCC(=O)N3CCN(Cc4ccc5c(c4)OCO5)CC3)c3ccccc3c2=O)cc1OC,-23.9%
CCOc1cc(CNC2CCCC2)ccc1OCc1ccccc1Cl,-13.0%
Cc1nn(Cc2ccccc2)c(Cl)c1/C=C/C(=O)OCC(=O)N1CCCC1=O,2.4%
Cc1nn(-c2ccccc2)c(C)c1C(=O)Oc1ccccc1,1.7%[57.5 µM]
COC(=O)c1ccccc1NC(=O)COC(=O)C1CCCCC1,-3.5%[57.5 µM]
CCn1c(C)nc2cc(C(=O)N/N=C(\C)c3ccccc3O)ccc21,3.4%
O=C(CCc1n[nH]c(=O)[nH]c1=O)N/N=C/c1ccco1,-5.1%
CCOC(=O)C(CC)Sc1ccc2nnc(-c3cccnc3)n2n1 (stereo unspecified),4.0%
COc1ccccc1/C=C(/C(=O)OCC(=O)Nc1ccccc1C)c1ccccc1,3.8%
COc1cc(C2Nc3ccc4ncccc4c3C3=C2C(=O)CCC3)cc(OC)c1OC (stereo unspecified),4.5%
COCCCn1c(C)c(C(C)=O)cc(NC(=O)c2ccccc2)c1=O,-5.2%
CCCc1[nH]n(-c2ccc([N+](=O)[O-])cc2)c(=O)c1C=NCCN1CCNCC1,3.1%
CC(=O)C(Cc1ccccc1)NC(=O)CCl (stereo unspecified),2.0%[57.5 µM]
COc1ccc(/C(C)=N/NC(=S)NCCc2ccccc2)cc1,-6.6%
O=C(CCl)NCCNC(=O)c1cc(OCC(F)(F)F)ccc1OCC(F)(F)F,?
O=C(N/N=C/c1ccco1)C1CC(=O)N(c2ccccc2)C1 (stereo unspecified),0.9%
Cc1ccc(S(=O)(=O)CC(=O)NC(C)(C)C)cc1,4.6%
O=C(Nc1ccccc1)n1ccc(-c2ccc(-n3ccnc3)cc2)n1,3.8%
COc1ccc([N+](=O)[O-])cc1NC(=O)COC(=O)c1ccc(O)cc1,19.1%[57.5 µM]
CCCCNC(=O)c1nnn(-c2ccccc2)c1N,7.6%
CCOCCCn1c(C)nc2c[n+](CC(=O)c3ccc4ccccc4c3)cc(Br)c21,2.4%[57.5 µM]
CC(=O)NS(=O)(=O)c1ccc(N=c2ssc3c2-c2ccc(C)cc2NC3(C)C)cc1,3.6%
Cc1ccc2c(c1)oc(=O)n2CC(=O)c1ccccc1,-1.4%[57.5 µM]
O=C(Cn1cc(C(F)(F)F)ccc1=O)N/N=C/c1ccc(F)cc1,8.0%
Cc1cc(C(=O)N/N=C/c2cccs2)n[nH]1,2.0%
CN=Cc1nc(-c2ccccc2)oc1O,-3.4%
CCOc1cc(C(=O)NCCN2CCOCC2)cc(OCC)c1OCC,6.5%
COc1ccc(S(=O)(=O)N2CN(CCc3ccc(OC)c(OC)c3)c3nc4ccccc4nc32)cc1,6.2%
C/C(=N/NC(=O)CSc1ccccn1)c1ccc([N+](=O)[O-])cc1,5.9%

Continued.
Structure,ERK EGF inh
COc1ccc(S(=O)(=O)Nc2cc([N+](=O)[O-])ccc2OC)cc1,1.8%
Cc1cc(C)c(NC(=O)C2CC(=O)N(Cc3ccccc3)C2)c(C)c1 (stereo unspecified),-2.9%
Cc1ccc(NC(=O)CO/N=C(\N)c2nonc2N)cc1C,-1.3%
O=C(O)c1sc2cc(C(F)(F)F)cnc2c1-c1ccccn1,0.2%
O=C(c1csnn1)N1CCC2(CCCN(c3cccc(-c4ccccc4)c3)C2)CC1,-3.5%
O=C(N/N=C/c1ccc([N+](=O)[O-])o1)c1cc(-c2ccc(-c3ccccc3)cc2)nc2ccccc12,19.9%
Cc1cccc[n+]1CCCCCCCCCC[n+]1ccccc1C,-7.6%
O=C(CCC(=O)Nc1cccc(Cl)c1)N/N=C/c1cc([N+](=O)[O-])ccc1O,4.1%
N#C/C(=C\c1c(Cl)cccc1Cl)c1nc2ccccc2[nH]1,-1.2%[57.5 µM]
Cn1c(C(=O)OC(C(=O)NCC2CCCO2)c2cccnc2)cc2sccc21 (stereo unspecified),-5.1%
CCn1cc(CNC(=O)CC2C(=O)NCCN2CC(c2ccccc2)c2ccccc2)cn1 (stereo unspecified),-10.8%[57.5 µM]
CN(c1ccccc1C(=O)Nc1ccc(F)c(Cl)c1)S(C)(=O)=O,0.8%
CNC(=S)N1CCc2sccc2C1C (stereo unspecified),9.0%[57.5 µM]
Cc1cccc(-c2nnnn2-c2cccc(C)c2)c1,8.7%
CCN(CC)S(=O)(=O)c1ccc(N/N=C/c2cccnc2)nc1,-2.4%[57.5 µM]
CC1CCCCN1C(=O)CNCC1CCCO1 (stereo unspecified),-4.7%
O=C(O)c1cc(-c2ccc(Cl)cc2)n(-c2ccc(Cl)cc2)n1,-3.8%
C=CCNC(=O)CN1C2CCCC1CC(NC(=O)c1ccccc1C)C2 (stereo unspecified),-2.0%
Cn1ccnc1SCC(=O)Nc1ccc2c(c1)OCO2,-10.2%
CCC1=[N+](CC(=O)c2ccc(C)cc2)CCn2cccc21,4.9%
Cc1ccc2nc(C)c(C(=O)NN=C3CCN(C)CC3)n2c1,-8.1%
COc1ccc(S(=O)(=O)N2CCC3(CC2)OCCO3)cc1,-12.3%
CCOC(=O)c1ccc(Nc2nnc(C)c3ccccc23)cc1,-2.3%[57.5 µM]
Cc1noc(NS(=O)(=O)c2ccc(NC(=O)C34CC5CC(C3)CC(n3cnc(Br)n3)(C5)C4)cc2)c1C,4.5%
CCOc1ccc(NC(=O)Nc2ccccc2SC)cc1,-2.5%
CCc1[nH]nc2c1C(c1ccc(C)o1)C(C#N)=C(N)O2 (stereo unspecified),10.5%
COCc1cc(C)nc(SCC(=O)Nc2cccc3cccnc23)c1C#N,-3.7%
Nn1cnnc1SCC(=O)N(C1CCCCC1)C1CCCCC1,-7.8%
CC(NC(=O)C1CCCC1)C1CC2CCC1C2 (stereo unspecified),-2.2%
CC(C)Sc1nnc(NC(=O)CCc2ccccc2)s1,-5.2%
COc1ccc(NC(=O)NC23CC4(C)CC(C)(CC(C)(C4)C2)C3)cc1OC,-0.9%
COc1ccc(S(=O)(=O)N2CCC(C(=O)NCC3CCCO3)CC2)cc1OC (stereo unspecified),-2.6%
O=C(c1ccc(-c2cccc(Cl)c2)o1)N1CCN(c2ccc([N+](=O)[O-])cc2)CC1,-1.9%
O=C1S/C(=C/c2ccccc2F)C(=O)N1CCN=C1NS(=O)(=O)c2ccccc21,2.3%
Fc1ccccc1Cc1noc(CN2CCN(C/C=C/c3ccccc3)CC2)n1,-18.2%[57.5 µM]
CCNC(=S)NNC(=O)c1ccncc1,-10.2%
COCCn1c(=O)[nH]c2cc(C(=O)Nc3cccc(F)c3)ccc2c1=O,-6.3%

Screens deposited in PubChem by National Center for Advancing Translational Sciences (NCATS).
